Screens from PubChem.
TEAD-YAP inh: TEAD-YAP interaction inhibition; 640,000 tested, 1.4% active; AID 1259422; HEK-TIYL cells, TEAD-Gal4/YAP UAS-luciferase luminescence; inhibition, % at 9.12 µM; in the data active means inhibition above about 32%;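 further: 0% = median of test compound wells and 100% = reference inhibitor wells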
MITF primary: inhibitors of human MITF; O75030; AlphaScreen MITF homodimerization, bead proximity signal; inhibition, % at 2.6 µM; 650,000 tested, 0.91% active; in the data active means inhibition above about 50%;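 further: 0% = vehicle wells with protein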
Target sequence (O75030 whole entry, looked up): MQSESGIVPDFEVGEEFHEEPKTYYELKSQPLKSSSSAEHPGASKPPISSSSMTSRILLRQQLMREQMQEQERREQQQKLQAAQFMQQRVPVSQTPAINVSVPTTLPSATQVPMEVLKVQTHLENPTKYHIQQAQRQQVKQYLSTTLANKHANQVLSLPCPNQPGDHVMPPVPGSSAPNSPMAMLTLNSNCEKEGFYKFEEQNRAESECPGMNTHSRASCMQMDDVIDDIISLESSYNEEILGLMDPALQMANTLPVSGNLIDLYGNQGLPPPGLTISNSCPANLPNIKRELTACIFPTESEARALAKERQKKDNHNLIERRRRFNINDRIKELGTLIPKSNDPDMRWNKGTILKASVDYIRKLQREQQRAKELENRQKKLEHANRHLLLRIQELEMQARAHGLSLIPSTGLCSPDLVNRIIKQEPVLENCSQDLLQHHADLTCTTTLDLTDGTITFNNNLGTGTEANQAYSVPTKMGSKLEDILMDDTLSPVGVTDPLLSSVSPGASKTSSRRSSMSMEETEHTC
GPR151 ag: activates the human receptor GPR151; Q8TDV0; PathHunter beta-arrestin GPR151 cells, luminescence; activation, % at 11.2 µM; 650,000 tested, 1% active; AID 1508602; in the data active means activation above about 4.9%;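 further: 0% = median of compound wells and 100% = cells with positive control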
Target sequence (Q8TDV0 whole entry, looked up): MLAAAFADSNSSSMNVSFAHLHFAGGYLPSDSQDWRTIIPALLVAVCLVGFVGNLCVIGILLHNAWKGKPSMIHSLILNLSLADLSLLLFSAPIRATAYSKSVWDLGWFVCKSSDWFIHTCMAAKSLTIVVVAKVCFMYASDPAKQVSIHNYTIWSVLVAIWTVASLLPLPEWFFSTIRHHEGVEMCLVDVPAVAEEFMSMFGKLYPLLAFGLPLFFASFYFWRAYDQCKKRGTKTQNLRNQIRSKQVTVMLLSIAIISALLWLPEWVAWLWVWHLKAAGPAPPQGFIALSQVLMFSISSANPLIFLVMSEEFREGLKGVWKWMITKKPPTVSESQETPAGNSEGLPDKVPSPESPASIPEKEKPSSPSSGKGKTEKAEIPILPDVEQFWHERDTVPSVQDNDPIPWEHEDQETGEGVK
FBW7 activator: activators of human E3 ligase FBW7; Q969H0; AlphaScreen FBW7–phospho-cyclin E peptide binding, activator screen; normalized activity (activation), % at 26.1 µM; 650,000 tested, 0.13% active; AID 1259310; in the data active means normalized activity above about 1.9%;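 further: purified mutant Fbw7 with reduced substrate affinity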
Active calls of the source: *.

Order of values – MITF primary, FBW7 activator, TEAD-YAP inh, GPR151 ag
- CCCNC(=O)Cn1c(=O)oc2cc(S(=O)(=O)N3CC(C)CC(C)C3)ccc21 (centres undefined)
→ -6.6, 0.0, 8.3, -0.6
- CC(=O)N1CCOc2cc(S(=O)(=O)Nc3ccc(Br)c(C)c3)ccc21
→ -8.1, 0.5, 0.7, -1.5
- Cc1nnc(SCC(=O)N2CCCC2=O)n1Cc1ccccc1
→ 14.2, -0.2, 2.3, -1.2
- CCOC(=O)c1sc2nc(C)nc(N3CCCCC3)c2c1C
→ -9.7, -0.2, -2.8, 0.1
- COc1ccccc1NC(=O)NCc1nc(N)n(C(=O)Nc2ccccc2OC)n1
→ -10.0, 0.0, 2.9, 5.2*
- O=C(O)COc1ccccc1/C=N\NC(=O)c1ccc(Br)cc1
→ 5.7, 0.0, 4.0, 0.0
- O=C(Nc1nc(CC(=O)N2CCN(c3ccc(F)cc3)CC2)cs1)NC1CCCCC1
→ 17.9, 0.1, 3.1, -1.7
- COc1cc(S(=O)(=O)n2ccc(C)n2)ccc1Cl
→ -2.5, -0.1, 5.7, -0.8
- CCCn1c(=O)n(-c2ccc(F)cc2)c(=O)c2c3c(sc21)CN(C(=O)OCC)CC3
→ -3.1, -0.1, 4.2, 4.6
- CCC(C)NC(=O)c1sc2nc(-c3ccccc3)cn2c1C (centres undefined)
→ 10.1, -0.1, -30.0, 0.0
- COc1cc2nc(Nc3ccncn3)nc(Nc3cc(OC)c(OC)c(OC)c3)c2cc1OC
→ 6.6, -0.2, -2.9, 0.7
- Cc1ccc(NCn2c(=O)oc3ccccc32)cc1
→ -2.6, 0.0, -6.3, -0.2
- COc1ccc(/C=C(/C#N)C(=O)Nc2cccc(C)c2C)cc1C(=O)O
→ 3.0, -0.2, -12.8, -0.9
- CC1CCc2nc3ccccc3c(C(=O)OC3CCOC3=O)c2C1 (centres undefined)
→ 5.7, 0.1, 5.3, 0.3
- COCCCNC(=O)/C(C#N)=C/c1cccs1
→ 0.1, 0.1, -17.8, -1.4
- CCOc1ccc(NC(=O)CSc2nnc(CC)n2-n2cccc2)cc1
→ 11.4, 0.3, -4.8, 0.0
- O=C(CCOc1ccccc1F)OCc1cc([N+](=O)[O-])cc2c1OCOC2
→ 1.6, -0.1, 0.3, 0.8
- Cc1ccc(C(=O)N2CCCC(COc3ccc(CN4CCOCC4)cc3)C2)cc1 (centres undefined)
→ 3.2, 0.0, 1.9, 0.5
- O=C(c1cc(Cl)ccc1Cl)N1CCN(c2ccc(F)cc2)CC1
→ 11.7, 0.6, 10.3, -1.5
- Cc1ccc(Nc2nnc(-c3ccc(C)c(S(=O)(=O)NC(C)(C)C)c3)c3ccccc23)cc1
→ -7.6, 0.0, -7.7, -1.3
- C(=NCCC12CC3CC(C1)CC(CCN=Cc1cccnc1)(C3)C2)c1cccnc1
→ 2.9, 0.3, 2.5, 0.6
- O=C1CCCC2=C1C(c1ccc3c(c1)OCO3)C1=C(CCCC1=O)O2
→ -17.9, -0.3, -5.1, -0.3
- CCC(C(=O)O)c1ccc(N2CC(O)=C(c3ccccc3)C2=N)cc1 (centres undefined)
→ -10.4, 0.1, -12.8, 0.1
- OCc1ccc(OCc2ccc(F)cc2)c(Br)c1
→ 13.0, 0.0, -32.1, 1.7
- CCNC(=O)C1Cc2ccccc2N1C(=O)c1cccs1 (centres undefined)
→ -5.5, 0.1, 5.1, -0.4
- O=C1CC(c2ccccc2)Sc2nc3ccccc3n21 (centres undefined)
→ 4.6, 0.2, -33.2, 0.8
- Cc1cc(Cl)nc(Oc2ccc(Cl)cc2)c1C(N)=O
→ -3.9, 0.1, 0.4, 1.8
- CCC(=O)N1CCc2cc(S(=O)(=O)NCCC(=O)NCc3ccccc3)ccc21
→ -0.1, 0.0, 8.0, 0.5
- COc1ccc(/C=N\NC(=O)C(=O)Nc2cccc(Br)c2)c(OC)c1
→ 3.5, 0.4, -1.7, 0.5
- CCOC(=O)C1=C(C(=O)OCC)SC2(S1)C(C(=O)OCC)=C(C(=O)OCC)SC1=C2c2cc(C)ccc2N(C)C1(C)C
→ -8.4, 0.9, -2.4, -0.5

Arranged by molecular weight (ascending): some entries from above
Order of values – MITF primary, FBW7 activator, TEAD-YAP inh, GPR151 ag
- O=C(c1cc(Cl)ccc1Cl)N1CCN(c2ccc(F)cc2)CC1
→ 11.7, 0.6, 10.3, -1.5
- COc1ccc(/C=N\NC(=O)C(=O)Nc2cccc(Br)c2)c(OC)c1
→ 3.5, 0.4, -1.7, 0.5
- COc1ccccc1NC(=O)NCc1nc(N)n(C(=O)Nc2ccccc2OC)n1
→ -10.0, 0.0, 2.9, 5.2*

Next entries
Order of values – MITF primary, FBW7 activator, TEAD-YAP inh, GPR151 ag
- Cc1ccc(S(=O)(=O)CCc2nnc(NC(=O)c3ccccc3)s2)cc1
→ 4.5, -0.1, -7.3, 1.6
- Cc1cc(O)cc(=O)n1CCCC(=O)O
→ 3.3, 0.0, 1.0, 4.0
- COc1ccccc1-n1cnc2cc(C(=O)NCc3ccc4c(c3)OCO4)ccc21
→ 11.5, -0.1, -4.7, -2.0
- CCOc1ccc(Nc2cc(N3CC(C)CC(C)C3)c3noc4c3c2C(=O)c2ccccc2-4)cc1 (centres undefined)
→ 9.8, -0.1, -6.1, -0.5
- CC(C)(C)C1CCc2c(sc3c2C(=O)NC(c2ccncc2)N3)C1 (centres undefined)
→ 11.0, 0.0, 4.3, -1.2
- CCCCOc1ccc(/C=c2\sc3ncnn3c2=O)cc1
→ 3.2, -0.3, -15.2, -2.2
- Cc1[nH]c2ccccc2c1C(=O)CN1CCCCCC1
→ -3.2, 0.0, 1.4, 1.1
- COc1cccc2ccc(CN3CCC(C4(C)NC(=O)NC4=O)CC3)nc12 (centres undefined)
→ 1.9, 0.1, 0.5, 1.3
- CCCCN(CC)C(=O)c1sc2ncnc(N3CCN(c4ccccc4)CC3)c2c1C
→ 6.6, -0.7, -12.3, 0.7
- N=C1C(c2nc3ccccc3s2)=C(O)CN1N
→ -8.0, 0.1, -5.8, 1.6
- Cc1nn(-c2ccc([N+](=O)[O-])cc2)c(Cl)c1Br
→ -19.4, -0.1, -2.9, -1.1
- O=C(CSc1nc2ccccc2nc1SCC(=O)c1ccccc1)c1ccccc1
→ 5.6, -0.1, -7.5, -0.3
- CCCOc1ccc(C(=O)Nc2ccc(Cl)cc2C(=O)O)cc1
→ -3.9, -0.1, -1.3, 2.0
- COc1ccc(OC)c(C2C(C(=O)Nc3ccc(C)cc3)=C(C)NC3=C2C(=O)CCC3)c1 (centres undefined)
→ 0.2, -0.1, -6.0, 0.1
- Cc1cc(C)cc(N=C2NC(=O)/C(=C\c3cc(C)n(-c4ccc(Br)cc4)c3C)S2)c1
→ 10.4, 0.8, 11.9, -1.3
- COc1ccccc1C(=O)Nc1nnc(-c2ccc(Br)cc2)s1
→ -12.3, -0.1, -8.1, 0.8
- COc1ccc2oc(=O)c(C(=O)Nc3ccc(C)cc3C)cc2c1
→ 4.4, 0.2, -2.0, -0.3
- Cc1cccc(OCCCC(=O)Nc2ccc(S(=O)(=O)Nc3nc(C)cc(C)n3)cc2)c1
→ -5.6, -0.1, -1.6, -0.5
- O=S(=O)(O)c1ccc(N/N=C/c2ccccc2F)cc1
→ 47.0, -0.2, 3.3, -0.3
- CCOc1ccc(C2Oc3ccc4ccccc4c3C=C2[N+](=O)[O-])cc1OC (centres undefined)
→ 7.5, -0.1, -45.8, 1.4
- O=C(Nc1ccc(N2CCCS2(=O)=O)cc1)NC1CCCCC1
→ 11.6, 0.5, -48.6, -2.6
- COc1ccc(Br)cc1/C=N/NS(=O)(=O)c1ccc(Cl)cc1
→ 10.4, -0.1, -3.1, -0.5
- O=C(N/N=C\C=C\c1ccco1)c1ccc(Br)cc1
→ 1.0, -0.2, 2.5, 1.3
- Cc1ccc(F)c(CNC(=O)Cn2nnnc2CN2CCC(C)CC2)c1F
→ 7.0, -0.1, 2.0, 0.3
- CCN1CCc2nc(NC(=O)c3ccccc3Br)sc2C1
→ 3.1, 0.2, -32.0, 0.9
- CSc1ccccc1C(=O)NCC1Cc2cc(-c3nc(C)cnc3C)cc(F)c2O1 (centres undefined)
→ -4.7, -0.2, 0.7, 0.9
- O=C(O)C1C2C=CC(C2)C1C(=O)NC(c1ccccc1)c1ccccc1 (centres undefined)
→ 2.7, -0.1, 7.6, -1.5
- CCN(CC)CCN1C(=O)C(=O)/C(=C(\O)c2ccc(S(=O)(=O)N3CCOCC3)cc2)C1c1ccc(C(C)C)cc1 (centres undefined)
→ 0.1, -0.2, 0.3, 2.2
- CCOC(=O)c1c(NC(=O)CSc2nc(C)cc(=O)[nH]2)sc2c1CCC2
→ 16.5, 0.3, 3.3, 0.7
- Cn1c2ccccc2n2c(=O)n(CC(=O)N3CCCC4CCCCC43)nc12 (centres undefined)
→ -11.2, -0.1, 0.3, -2.0
- CCOc1ccc(C(C)=O)cc1CSc1nnc(-c2cccs2)n1N
→ 17.2, 0.3, -16.4, -1.3
- CS(=O)(=O)N1CCCC(C(=O)NCc2ccc(F)cc2Cl)C1 (centres undefined)
→ -4.2, -0.2, -8.4, -0.5
- Cc1ccc(C2=NN(CC(=O)NC(C)c3ccccc3)C(=O)CC2)cc1 (centres undefined)
→ 15.8, 0.8, 20.7, -0.7
- C#CCNC(=O)C1CCCN(c2nc(C)cc(OCC)n2)C1 (centres undefined)
→ -2.7, 0.1, 2.8, 0.4
- CCN(CC)c1ccc2c(c1)OC(N)=C(C#N)C2c1cccs1 (centres undefined)
→ -3.4, -0.1, 53.4*, -1.1
- CCOC(=O)c1cnc2c(C)cccc2c1Nc1ccc(C(=O)OC)cc1
→ -2.4, 0.2, 7.2, 1.5
- C/C=C/C(=O)Nc1cc(C)nn1-c1nc(C)c(C)c(=O)[nH]1
→ 25.7, 0.3, 17.2, 0.9
- O=C(NC1CC1)c1csc(Nc2ccc3ncccc3c2)n1
→ 0.1, 0.0, -28.4, 0.7
- CCc1ccc(Nc2c(-c3ccccc3)c(=O)c2=O)cc1
→ -0.5, 0.1, 55.6*, -1.1
- CC1Sc2sc(=O)sc2SC(C)(C)C1=O (centres undefined)
→ 0.1, -0.1, -2.1, -0.1
- CCOC(=O)N1CCC(NC(=O)c2ccc(N3CC4CC(C3)c3cccc(=O)n3C4)c([N+](=O)[O-])c2)CC1 (centres undefined)
→ 11.1, 0.0, -3.9, -0.1
- O=C(COc1ccc(Br)cc1)Nc1ccc(N2CCCCC2)c(Cl)c1
→ 15.5, 0.4, 6.0, 0.2
- O=C(OCC1CCCN2CCCCC12)C1(c2ccccc2)CCCC1 (centres undefined)
→ 4.7, 0.0, 8.1, 4.1
- CC1(C)CC(=O)C=C(/C=C/c2ccc(N3N=N3)cc2)C1
→ 27.2, 0.1, -3.0, 0.8
- COc1ccc(/C=C(\C#N)c2nc3ccc(C)cc3[nH]2)cc1Oc1ccc(C(F)(F)F)cc1[N+](=O)[O-]
→ 1.8, 0.0, -14.3, -0.5
- O=C(c1cccc(S(=O)(=O)N2CCCCC2)c1)N1CCc2ccccc21
→ 3.5, 0.0, 9.3, -1.2
- COc1ccccc1C(=O)NCCn1cc(SCC(=O)Nc2nccs2)c2ccccc21
→ 13.5, -0.1, 1.1, 0.5
- Cc1cccc(OCC(=O)N(Cc2ccc(C(C)C)cc2)C2CCS(=O)(=O)C2)c1 (centres undefined)
→ 0.6, 0.0, -1.4, 2.2
- Cc1ccnc(SCC(=O)C(C)(C)C)n1
→ 16.9, 0.8, -4.5, 0.3
- COc1ccc(NC(=O)CSc2nc3ccsc3c(=O)n2CCCC(=O)NCCc2ccc(S(N)(=O)=O)cc2)c(OC)c1
→ -9.1, -0.1, 6.6, 0.0

One compound at a time (already shown). Order of screens: MITF primary, FBW7 activator, TEAD-YAP inh, GPR151 ag
O=C(COc1ccc(Br)cc1)Nc1ccc(N2CCCCC2)c(Cl)c1 in the list: 15.5, 0.4, 6.0, 0.2
COc1ccc(/C=C(\C#N)c2nc3ccc(C)cc3[nH]2)cc1Oc1ccc(C(F)(F)F)cc1[N+](=O)[O-] in the list: 1.8, 0.0, -14.3, -0.5
COc1ccccc1C(=O)NCCn1cc(SCC(=O)Nc2nccs2)c2ccccc21 in the list: 13.5, -0.1, 1.1, 0.5
CC1(C)CC(=O)C=C(/C=C/c2ccc(N3N=N3)cc2)C1 in the list: 27.2, 0.1, -3.0, 0.8
O=C(OCC1CCCN2CCCCC12)C1(c2ccccc2)CCCC1 (centres undefined) in the list: 4.7, 0.0, 8.1, 4.1

Carrying on:
Order of values – MITF primary, FBW7 activator, TEAD-YAP inh, GPR151 ag
- OCCN1CCN(C2CCN(Cc3ccc(Br)cc3)CC2)CC1
→ 46.0, 0.0, -6.6, -1.2
- Cc1ccc(C(=O)Nc2nc(-c3ccc(Br)cc3)cs2)cc1[N+](=O)[O-]
→ 10.8, 0.1, -4.3, 0.7
- CCOC(=O)c1ccc(N=C2NC(=O)/C(=C/c3ccc([N+](=O)[O-])o3)S2)cc1
→ 10.7, 0.1, 1.1, 1.2
- C=CCOC(=O)C1=C(C)NC2=C(C(=O)CCC2)C1c1ccc(OCC)c(OC)c1 (centres undefined)
→ 23.0, 0.9, 5.0, -1.2
- Cc1c(C(=O)N2CCN(c3ccccc3Cl)CC2)nnn1-c1nc2c(s1)CCCC2
→ -6.0, 0.1, 1.2, 9.4*
- Cc1c(Cl)c(C(F)(F)F)nn1CC(=O)Nc1ccccc1C(F)(F)F
→ 14.5, 0.2, 7.6, 2.3

The order is random; about 3.4% have a hit in one of these screens.
